Screening data (PubChem)
CHT allo act – CHT positive allosteric modulators, primary screen, cell-based, membrane potential dye, choline EC20; High affinity choline transporter 1 (Homo sapiens), Q9GZV3; 0.49% of 310,000 active; B-score at 10 µM; CHT-expressing cells; stronger effect = higher value; LV-AA mutant CHT in HEK293 cells;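 active = initial fluorescence not abnormally high and integrated response B-score, plate-corrected, over 3 SD above library mean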
Target sequence (Q9GZV3 whole entry, looked up): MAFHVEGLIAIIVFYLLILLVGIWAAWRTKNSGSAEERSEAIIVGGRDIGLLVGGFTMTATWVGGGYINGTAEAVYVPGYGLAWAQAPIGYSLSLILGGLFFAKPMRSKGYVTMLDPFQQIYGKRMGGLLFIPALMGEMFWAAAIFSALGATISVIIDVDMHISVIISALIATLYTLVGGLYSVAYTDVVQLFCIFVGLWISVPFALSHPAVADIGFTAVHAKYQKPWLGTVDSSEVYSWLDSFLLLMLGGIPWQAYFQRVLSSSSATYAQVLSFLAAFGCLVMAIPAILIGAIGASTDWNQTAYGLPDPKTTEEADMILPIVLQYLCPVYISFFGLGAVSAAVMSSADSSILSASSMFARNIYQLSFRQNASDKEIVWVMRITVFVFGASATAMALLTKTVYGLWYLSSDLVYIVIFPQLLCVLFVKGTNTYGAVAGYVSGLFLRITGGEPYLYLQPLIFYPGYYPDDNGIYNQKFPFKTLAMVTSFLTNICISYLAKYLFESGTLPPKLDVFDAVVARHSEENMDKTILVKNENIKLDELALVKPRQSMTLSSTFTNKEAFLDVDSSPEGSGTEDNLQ
OX1R antag-1 – antagonists of human orexin 1 receptor (OX1R); Orexin/Hypocretin receptor type 1 (Homo sapiens), O43613; OX1R-expressing cells, FRET antagonist read-out; inhibition, % at 6.6 µM; 1.8% of 330,000 active; AID 485270, 2010; in the data active = inhibition mostly above about 38%, no sharp cut-off; inactive = mostly below about 40%;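 also: 0% = agonist challenge alone and 100% = reference antagonist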
Target sequence (O43613 whole entry, looked up): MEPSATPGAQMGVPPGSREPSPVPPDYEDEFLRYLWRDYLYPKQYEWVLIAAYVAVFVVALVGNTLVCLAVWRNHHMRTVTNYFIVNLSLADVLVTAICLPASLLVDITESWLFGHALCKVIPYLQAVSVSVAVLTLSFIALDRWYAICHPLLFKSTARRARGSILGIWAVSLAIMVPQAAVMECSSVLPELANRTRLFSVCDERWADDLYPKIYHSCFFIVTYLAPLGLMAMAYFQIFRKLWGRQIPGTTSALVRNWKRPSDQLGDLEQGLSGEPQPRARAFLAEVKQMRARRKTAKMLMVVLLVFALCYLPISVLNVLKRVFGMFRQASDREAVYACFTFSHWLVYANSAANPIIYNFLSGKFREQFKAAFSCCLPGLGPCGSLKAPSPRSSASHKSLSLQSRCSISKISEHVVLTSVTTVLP
OX1R antag-2 – OX1R (HCRTR1) antagonists, primary screen, fluorescence, CHO/OX1R cells, Fluo-8 calcium, orexin A; AID 434989, 2010; Fluo-8 calcium fluorescence; 0.43% of 330,000 active; inhibition, % at 5 µM; Orexin/Hypocretin receptor type 1 (Homo sapiens), O43613;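 active = inhibition above its plate's threshold, mean inhibition of all tested compounds on the plate plus 3 SD, cut at about 37% in these data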;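 also: 0% = orexin A challenge wells and 100% = SB-334867-A antagonist wells; not every result past the cut was called active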
* = called active by the depositor; i = inactive; · = not tested or not shown.

SMILES	CHT allo act	OX1R antag-1	OX1R antag-2
COc1ccc(NC(=O)C2CCCN2C(=O)NC2CCCCC2)cc1OC (centres undefined)	i	4	6
Cn1c(COc2ccc(Cl)cc2)nc2ccccc2c1=O	i	12	-28
CCOc1ccc(N2C(=O)CC(N(Cc3ccco3)C(=O)CCC(=O)O)C2=O)cc1 (centres undefined)	i	18	2
Cc1cccc(N(CC(=O)N2CCc3ccccc3C2)S(C)(=O)=O)c1C	i	1	-26
Cc1ccc(OCCNC(=O)CCNS(=O)(=O)c2ccc(Br)cc2)cc1	i	11	-20
CCc1c(C)[nH]n(-c2nc(-c3cccc([N+](=O)[O-])c3)cs2)c1=O	i	-3	-4
COc1cc2[nH]c(=S)nc(NCc3ccc(C)cc3)c2cc1OC	i	-3	-34
COc1ccccc1Nc1ccncc1[N+](=O)[O-]	i	38	6
CNC(=O)c1ccc(CNC(=O)OCc2ccccc2)cc1	i	11	-14
CCN(CC)C(=O)c1sc(NC(=O)c2cccc([N+](=O)[O-])c2)c(C#N)c1C	i	-8	14
Cc1ccc(N(Cc2cc(=O)[nH]c3ccccc23)C(=O)c2ccco2)cc1	i	10	-21
CC(C)c1nnc(NC(=O)CSc2nc3ccccc3s2)s1	i	14	-10
O=C(NCc1cccs1)Nc1cc(Cl)ccc1Cl	i	12	-14
COc1ccc(-n2cnc3scc(-c4ccccc4)c3c2=O)cc1	i	27	-2
CCOc1ccc(N(CC(=O)Nc2cc(Cl)ccc2C)S(C)(=O)=O)cc1	i	10	-12
COc1ccc(C(=O)NCc2nc(C)c(C)s2)cc1OC1CCN(C(C)C)CC1	i	11	-24
COn1cnnc1-c1ccccc1	i	24	-15
O=C(c1ccccc1)c1nn(-c2ccccc2)c(=O)cc1C(F)(F)F	i	14	-17
CCOc1ccc(NC(=S)NC(=O)c2cncc(Br)c2)cc1	i	1	-32
CSCC(=O)N1CCC(CCC(=O)NC2CC2)CC1	i	8	-16
Cc1sc(NC(=O)c2ccco2)c(CN2CCN(c3ccccc3)CC2)c1C	i	11	-39
CCOc1ccc(NC(=O)c2cc(C)nc3ccccc23)cc1	i	20	-20
Cc1c(C(=O)N2CCN(C(=O)c3ccccc3)CC2)oc2ccc(F)cc12	·	2	-12
CN1C(=O)C(Cc2cnc[nH]2)NC1=S (centres undefined)	i	-3	5
CC(C)OCCCNC(=O)c1ccc(NC(=O)C2=CSCCO2)cc1	i	12	-23
Cc1ccc(NC(=O)c2nnn(CC(=O)Nc3ccccc3)c2N)cc1C	i	39	-2
CCOC(=O)c1c(C)nc2ncccn12	i	15	-7
O=C1C2C3C=CC(C3=C3CCCCC3)C2C(=O)N1c1ccccc1 (centres undefined)	i	-2	-2
NC(=O)CN1CCN(CCN2C(=O)c3cccc4cccc(c34)C2=O)CC1	i	42*	-2
CCn1cc(Cl)c(C(=O)N2N=C3/C(=C/c4cccs4)CCCC3C2c2cccs2)n1 (centres undefined)	i	2	-25
CCc1nc2ccc(F)cc2c(C(=O)NC2CCCCC2C)c1C (centres undefined)	i	7	-30
Cc1ccc(N2C(=O)CC(NNc3nc4ccccc4s3)C2=O)cc1 (centres undefined)	i	11	-16
CCC(C)NC(=O)c1ccccc1C(=O)NC(C)CC (centres undefined)	i	13	7
COC(=O)c1cccc(NS(=O)(=O)c2ccc(OC)c(C(=O)N3CCOCC3)c2)c1C	i	14	0
CN(C)/C=C/C(=O)c1ccc(N2CCN(c3ncc(C(F)(F)F)cc3Cl)CC2)cc1	i	35	-8
COc1ccc(CCNC(=O)Cc2ccc(Cl)cc2)cc1OC	i	5	-7
CCC(C)NS(=O)(=O)c1ccc(NS(=O)(=O)c2ccccc2[N+](=O)[O-])cc1 (centres undefined)	i	4	-9
CCCC(=O)Nc1ccc(C(=O)COC(=O)C2CC2C)cc1 (centres undefined)	·	4	-1
CCOc1ccc(S(=O)(=O)Nc2ccc(F)cc2)c(C)c1C	i	21	-9
Cc1ccc([N+](=O)[O-])cc1NC(=O)c1c(-c2ccccc2)noc1C	i	15	-18

4 records drawn at random from those above:
SMILES	CHT allo act	OX1R antag-1	OX1R antag-2
CNC(=O)c1ccc(CNC(=O)OCc2ccccc2)cc1	i	11	-14
COc1ccc(C(=O)NCc2nc(C)c(C)s2)cc1OC1CCN(C(C)C)CC1	i	11	-24
O=C1C2C3C=CC(C3=C3CCCCC3)C2C(=O)N1c1ccccc1 (centres undefined)	i	-2	-2
Cc1ccc([N+](=O)[O-])cc1NC(=O)c1c(-c2ccccc2)noc1C	i	15	-18

(continued)
SMILES	CHT allo act	OX1R antag-1	OX1R antag-2
CCC(C)C(=O)Nc1cc(C(=O)OC)ccc1C(=O)OC (centres undefined)	i	10	-6
COc1ccc(-c2cc(N)n(S(=O)(=O)Cc3ccccc3)n2)c(OC)c1	i	61*	0
C/C(=N/NC(=O)c1ccc(C(C)(C)C)cc1)c1cccnc1	i	7	-17
O=C(CNC(=O)C1COc2ccccc2O1)N/N=C\c1ccc(Cl)cc1 (centres undefined)	i	4	-30
O=C(Nc1ccc(Cl)c(S(=O)(=O)N2CCCCC2)c1)c1cccnc1	·	4	-3
COc1ccc(OC)c(S(=O)(=O)N2CCCCC2C(=O)O)c1 (centres undefined)	i	8	-4
Cc1onc(-c2ccccc2)c1C(=O)NC(C)C	i	5	2
CCCCc1ccc(CC(=O)O)cc1	i	8	-3
CC1CCCCN1CCCNC(=O)Cn1c(=O)c2cccn2c2ccccc21 (centres undefined)	i	13	-3
COc1ccc(-c2nnc(N3CCCCC3)c3ccccc23)cc1	i	11	-20
CC(=O)c1c(N2CCN(c3ccc(F)cc3)CC2)nc(=S)n(Cc2ccccc2)c1C	i	25	-34
Cc1cccc(OCc2nnc(SCC(=O)NCC3CCCO3)n2C)c1 (centres undefined)	i	11	-17
O=C(NCc1ccccn1)C(=O)NCC1OCCN1S(=O)(=O)c1ccc(Br)cc1 (centres undefined)	i	11	-29
Cc1ccc(CNC(=O)C2CCCC2)cc1	i	1	-18
CC(=O)C1=NN(c2ccccc2)C(c2ccc3c(c2)OCO3)N1c1ccc(N2CCOCC2)cc1 (centres undefined)	i	11	-28
Cc1ccccc1COC(=O)c1cc([N+](=O)[O-])ccc1N1CCOCC1	i	2	-39

Look-ups from the results shown.
For OX1R antag-1, `Cc1cccc(OCc2nnc(SCC(=O)NCC3CCCO3)n2C)c1` (centres undefined) is listed with 11
For OX1R antag-1, `Cc1ccc(CNC(=O)C2CCCC2)cc1` is listed with 1

Other results follow:
SMILES	CHT allo act	OX1R antag-1	OX1R antag-2
O=C(NNS(=O)(=O)c1ccc(Br)cc1)c1cccs1	i	-4	-10
c1ccc(COc2ccc(-c3csnn3)cc2)cc1	i	17	-24
O=C(NCC(c1ccco1)N1CCCC1)c1ccc(Cl)cc1 (centres undefined)	i	-4	-25
COC(=O)c1cc(C(=O)NNC(=O)c2ccc3c(c2)OCO3)cc([N+](=O)[O-])c1	·	54*	-22
O=C(COc1ccc(Cl)cc1)NNC(=O)C(=O)N1CCCCC1	i	3	-1
CC1CC(C)CN(C(=O)CSc2nc3ccsc3c(=O)n2Cc2ccccn2)C1 (centres undefined)	i	12	-15
O=c1[nH]n(-c2ccc(Cl)cc2)c(=O)c(Cl)c1Cl	i	23	-9
O=C(Cc1ccc(Br)cc1)N1CCOCC1	i	7	-15
O=C(CN1CCOCC1)Nc1scc2c1c(=O)oc1ccccc12	i	4	10
Nc1nc(N)c(Cc2ccc(Cl)cc2Cl)c(N)n1	i	30	-9
CCOc1ccc(CCNC(=O)C(C)n2nc(C)n3c(cc4occc43)c2=O)cc1OCC (centres undefined)	i	61	12
Cc1ccc(Nc2cccc(C(F)(F)F)c2)nn1	i	15	-7
Cc1ccc2c(CN3CC(C)CC(C)C3)cc(=O)oc2c1C (centres undefined)	i	-7	-26
COc1cc2c(cc1OC)CN(C(=O)/C=C/c1ccc(F)cc1)CC2	i	7	-33
COc1ccccc1OCC(=O)O/N=C(\N)c1ccccn1	i	16	-17
CCOC(=O)C1=C(c2ccccc2)N=c2s/c(=C\c3cc(OC)c(OC)c(OC)c3)c(=O)n2C1c1cccs1 (centres undefined)	i	7	-22

Remaining list, next part
Every second line gives: CHT allo act, OX1R antag-1, OX1R antag-2
> COC(=O)CNC(=O)CN1C(=O)N(c2ccccc2)C(N(O)C(=O)Nc2ccccc2)C1(C)C (centres undefined)
→ i, 8, -24
> CCCCN(C)C(=O)C1CCN(Cc2cccc(OCc3ccccc3)c2)CC1
→ i, 6, -32
> NNC(=O)c1cccc(COc2ccc(Br)cc2)c1
→ i, 14, -18
> COc1ccc(C(=O)N2CCC(=O)N(C(CO)Cc3ccccc3)CC2)cc1 (centres undefined)
→ i, -1, -8
> CCN(CC)C1CC(=O)N(c2cccc(Cl)c2)C1=O (centres undefined)
→ i, 0, -8
> O=C(C(Cc1ccccc1)n1cccc1)N1CCN(Cc2ccccc2)CC1 (centres undefined)
→ i, 17, -46
> CC1CCCN(S(=O)(=O)c2ccc3oc(=O)ccc3c2)C1 (centres undefined)
→ i, 19, -12
> O=C(Nc1ccc(F)cc1)C1CC(=O)n2ncnc2N1 (centres undefined)
→ i, 12, -10
> C=CCN(c1ccccc1OC)S(=O)(=O)c1cccc(C(=O)OC2CCOC2=O)c1 (centres undefined)
→ ·, 27, -19
> C=CCOc1ccc(C2NC(=O)NC(C)=C2C(=O)OC)cc1 (centres undefined)
→ i, 10, -10
> Cn1cc(S(=O)(=O)CC(=O)N2CCCc3ccccc32)c2ccccc21
→ i, 10, -10
> COC(=O)CC1=NN(c2ccc(OC)cc2)C(=O)C1
→ i, 17, -18
> NC(=S)NC(=O)/C=C/c1ccccc1
→ i, 16, -15
> Cc1cccc(C(=O)O)c1[N+](=O)[O-]
→ ·, 4, -24
> O=C1/C(=C/c2ccco2)Oc2c1ccc(O)c2CN1CCCCC1
→ i, 23, -14
> Cc1ccc(C)c(N2CCN(C(=O)CCc3nc(-c4cccc(F)c4)no3)CC2)c1
→ ·, 22, -7
> COc1ccc(-c2nn(-c3ccccc3)cc2/C=N/NC(=O)c2ccc(Br)o2)cc1
→ i, 0, -28
> CCCNC(=O)NCCc1c(C)[nH]c2ccccc12
→ i, 11, -2
> Cc1c(NC(=O)Nc2cccc(F)c2)c(=O)n(-c2ccccc2)n1C
→ i, 8, -9
> Nc1nc(N)c2c(ccc3nccc32)[nH]1
→ i, 9, 3
> CC(C)C(=O)N[C@@H]1c2ccccc2CC[C@@H]1O
→ ·, 2, -10
> COc1ccc(-c2noc(N3CCC(C(=O)NCc4ccccc4Cl)CC3)n2)cc1
→ i, 10, -5
> Cc1cccc(NC(=O)NCc2ccc3[nH]c(C)cc3c2)c1
→ i, 17, -7
> O=C(c1cccc(S(=O)(=O)Nc2ccccc2Cl)c1)N1CCCCCC1
→ i, 12, -21
> Cc1cc(C)n(C2CCCCC2OC(=O)c2ccccc2)n1 (centres undefined)
→ i, 30, -18
> Cc1nnc(SC(C(=O)c2ccccc2)c2ccccc2)[nH]c1=O (centres undefined)
→ i, 14, -2
> O=C1c2ccccc2C(=O)N1CCCCSc1nc2ccccc2o1
→ i, 63, -17
> Cc1cccc(N=Nc2c(O)[nH]c3ccc(Br)cc23)c1
→ i, 1, -4
> CC(C)c1ccc(O)c(NC(=S)NC(=O)c2cccnc2)c1
→ i, 5, -10
> CCCCNS(=O)(=O)c1ccc(NC(=O)Cc2ccc(OC)cc2)cc1
→ i, 22, 19
> CCOC(=O)NC(=S)Nc1ccc(C(C)(C)C)cc1Br
→ i, 11, -13
> COC(=O)c1ccccc1NC(=O)C1CCCN(S(=O)(=O)c2ccc(F)cc2)C1 (centres undefined)
→ i, 33, -10
> c1ccc(Sc2ncnc3ccccc23)cc1
→ i, -2, -8
> O=C1C(=C2SCCCS2)CC/C1=C\c1ccc(F)cc1
→ i, 39, -32
> O=c1[nH]c(/C=C\c2ccccc2F)nc(O)c1[N+](=O)[O-]
→ i, 14, -15
> CC(C)C(c1nnnn1C(C)(C)C)N1CCN(c2cccc(Cl)c2)CC1 (centres undefined)
→ i, 31, 10
> COc1cccc(NC2c3ccccc3C(=O)N2Cc2ccco2)c1 (centres undefined)
→ i, 9, -10
> c1ccc(-c2cn3nc(-c4ccccc4)sc3n2)cc1
→ i, 20, -11
> COc1ccccc1N1CCN(C2=NS(=O)(=O)c3ccccc32)CC1
→ i, 11, -16

3 neighbouring entries from above, for reference:
Every second line gives: CHT allo act, OX1R antag-1, OX1R antag-2
> CCOC(=O)NC(=S)Nc1ccc(C(C)(C)C)cc1Br
→ i, 11, -13
> COC(=O)c1ccccc1NC(=O)C1CCCN(S(=O)(=O)c2ccc(F)cc2)C1 (centres undefined)
→ i, 33, -10
> c1ccc(Sc2ncnc3ccccc23)cc1
→ i, -2, -8
